Rv3671c protease – inhibits the M. tuberculosis serine protease Rv3671c | P9WHR9 | AID 2606 | actives 0.048% (n = 320,000) | inhibition, % at 5.96 µM; in the data active = inhibition above about 38%;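 also: extracellular domain of Rv3671c used as enzyme; 0% = enzyme with DMSO and 100% = no enzyme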
BioA inh – blocks M. tuberculosis BioA enzyme activity | purified M. tuberculosis BioA enzyme, plate reader | inhibition, % at 9.99 µM | actives 0.096% (n = 360,000) | AID 602481; in the data active = inhibition above about 40%; inconclusive = no clear call, values can overlap the other calls
Mtb FBA inh – inhibits M. tuberculosis FBA enzyme; P9WQA3; purified M. tuberculosis FBA, fluorescence read-out; inhibition, % at 1 µM; actives 2.3% (n = 360,000); AID 588726; in the data active = inhibition above about 27%;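 also: 0% = vehicle and 100% = reference inhibitor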
Target sequence (P9WQA3 whole entry, looked up): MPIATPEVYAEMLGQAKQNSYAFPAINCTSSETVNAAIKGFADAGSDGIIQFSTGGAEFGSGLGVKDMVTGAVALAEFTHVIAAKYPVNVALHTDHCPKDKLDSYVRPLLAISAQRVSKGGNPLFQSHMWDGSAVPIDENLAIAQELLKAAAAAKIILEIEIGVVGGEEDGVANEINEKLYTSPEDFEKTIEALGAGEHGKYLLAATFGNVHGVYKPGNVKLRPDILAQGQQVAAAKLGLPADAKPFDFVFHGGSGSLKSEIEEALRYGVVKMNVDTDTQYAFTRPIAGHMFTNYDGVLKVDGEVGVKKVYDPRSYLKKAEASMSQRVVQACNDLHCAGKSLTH
FadD28 binding – M. tuberculosis FadD28 bisubstrate binding inhibition; FadD28 bisubstrate probe binding, fluorescence polarization; inhibition, % at 12.5 µM; actives 0.22% (n = 360,000); AID 588549; in the data active = inhibition above about 8.5%, passing the limit was not always enough; inconclusive = no clear call, values can overlap the other calls
PrPC surface inh – cell surface PrPC inhibition, primary TR-FRET screen; P04156; TR-FRET read-out; inhibition, % at 13.8 µM; actives 0.43% (n = 370,000); AID 720596; in the data active = inhibition above about 24%; also: 0% = median of the test wells and 100% = reference compound wells
MazEF act – increases E. coli MazEF RNase cleavage of RNA. P0AE70. FAM/BHQ RNA-DNA oligo cleavage fluorescence, 5 h. actives 0.32% (n = 350,000). activation, % at 20 µM; in the data active = activation above about 50%
Target sequence (P0AE70 whole entry, looked up): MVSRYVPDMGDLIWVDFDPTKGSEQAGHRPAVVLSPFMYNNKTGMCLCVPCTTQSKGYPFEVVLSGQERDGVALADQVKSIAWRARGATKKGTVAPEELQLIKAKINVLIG
BoNT F protease – inhibitors of Botulinum neurotoxin F light chain protease. Multiplex microsphere protease cleavage assay, flow cytometry. inhibition, % at 10 µM. actives 0.22% (n = 360,000). AID 588497; in the data active = inhibition above about 35%, passing the limit was not always enough; inconclusive = no clear call, values can overlap the other calls; also: plate controls were buffer without enzyme for full effect and enzyme alone for no effect
Mtb UGM inh – inhibitors of M. tuberculosis UDP-galactopyranose mutase; purified UGM, fluorescence polarization probe displacement; inhibition, % at 10 µM; actives 0.06% (n = 320,000); AID 504406; in the data active = inhibition above about 10%, passing the limit was not always enough; inconclusive = no clear call, values can overlap the other calls
Target sequence (P9WIQ1 whole entry, looked up): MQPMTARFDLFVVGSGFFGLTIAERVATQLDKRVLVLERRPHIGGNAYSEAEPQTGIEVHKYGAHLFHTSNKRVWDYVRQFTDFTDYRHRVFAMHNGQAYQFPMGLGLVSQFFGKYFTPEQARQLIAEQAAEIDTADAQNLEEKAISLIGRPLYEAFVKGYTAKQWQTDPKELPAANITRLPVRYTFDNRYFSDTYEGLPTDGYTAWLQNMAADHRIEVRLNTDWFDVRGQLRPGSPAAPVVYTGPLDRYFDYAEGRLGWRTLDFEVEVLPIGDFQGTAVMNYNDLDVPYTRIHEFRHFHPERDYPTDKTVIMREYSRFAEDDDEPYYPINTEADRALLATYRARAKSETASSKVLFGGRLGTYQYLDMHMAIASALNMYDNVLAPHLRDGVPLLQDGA
GDH-TPI counter – counter-screen for M. tuberculosis FBA inhibitors: GDH-TPI coupled enzymes; GDH-TPI coupled enzyme counterscreen, NADH absorbance; inhibition, % at 4.8 µM; actives 1.2% (n = 360,000); in the data active = inhibition above about 30%;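 also: 0% = DMSO wells and 100% = wells lacking the enzyme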
An asterisk follows results filed as active; ? = inconclusive; . = no result given; & = joins results of further samples.

SMILES	Rv3671c protease	BioA inh	Mtb FBA inh	FadD28 binding	PrPC surface inh	MazEF act	BoNT F protease	Mtb UGM inh	GDH-TPI counter
C[C@@H](NS(=O)(=O)c1ccc(Br)cc1F)[C@@H](O)c1ccccc1	.	-0.2	0	0.0	10	8	-4	.	6
COc1ccc(CNC(=O)CNS(=O)(=O)c2cccs2)cc1	2	1.3	-1	-3.7	-3	-1	6	-0.3	-7
O=C(NNS(=O)(=O)c1ccc(F)cc1)C1CCN(Cc2cccc(F)c2)CC1	1	-2.9	4	-0.9	-5	-17	-1	2.4	6
COc1cc2c(cc1OC)C(C1C(=O)CC(C)CC1=O)N(C(=O)CCl)CC2 (stereo not given)	6	.	31*	-1.0	1	-19	0	-0.2	1
COc1ccc(S(=O)(=O)Nc2ccc(F)c(F)c2)cc1C(=O)N1CCOCC1	-9	-0.5	2	-1.7	-6	6	0	1.2	2
Cc1ccc(OCc2cc(C(=O)N(C)Cc3cnn(-c4ccccc4C)c3)no2)cn1	3	1.2	-2	0.5	10	5	2	-0.6	-6
CCOc1ccc(C(=O)NC(C(=O)N2CCC2)C(C)C)cc1 (stereo not given)	.	.	-1	-2.4	-1	0	-12	.	-1
COc1ccc(S(=O)(=O)NCCSCc2ccc(Cl)cc2)cc1NC(C)=O	.	-1.8	2	-5.8	5	2	-5	.	6
O=C(Nc1cccc2ccccc12)c1nn(C23CC4CC(CC(C4)C2)C3)cc1Br	-12	-0.3	4	0.4	-3	9	4	-2.0	2
COc1ccc(NC(=O)Cn2cc(C(=O)C3CC3)c3ccccc32)cc1	2	-0.7	2	0.8	1	15	-5	2.3	-3
Cc1ccccc1-c1nc(CS(=O)(=O)CC(=O)NCCCN2CC(C)CC(C)C2)c(C)o1 (stereo not given)	-11	-0.1	4	-3.5	-5	11	8	1.4	-15
Cc1cccc(C)c1NC(=O)CNC(=O)c1ccncc1	-4	0.3	0	-1.4	2	4	.	-2.4	6
Cc1cc(-c2nnc(SCCC(=O)Nc3ccccc3)o2)no1	.	-0.5	-1	-2.9	7	3	-6	-2.7	-4
Cn1c(-c2ccc(N)cc2)nc2ccccc21	9	0.3	88*	-1.9	1	6	-7	0.2	-4
COc1ccc(NC(=O)CCCn2c(=O)c3sccc3n(Cc3cccc(C)c3)c2=O)cc1	1	-0.6	-1	0.8	-2	-6	-10	-0.4	0
Cc1cc(C)n(-c2ccc(Cl)c(C(=O)OCC(=O)N3CCCCC3C)n2)n1 (stereo not given)	-2	-1.6	-1	-2.8	3	-19	-7	2.7	5
COc1ccc(-n2ccc(=O)c(C(=O)Nc3ccc(S(=O)(=O)Nc4nccs4)cc3)n2)cc1	-15	1.7	2	0.1	-1	9	-4	0.4	40*
CC(OC(=O)CCCSc1nc2ccccc2s1)C(=O)NC(N)=O (stereo not given)	-2	.	3	-0.6	1	-15	3	-0.8	-1
CC(C)(C)NC(=O)c1cc([N+](=O)[O-])ccc1N1CCCCC1	-2	.	-12	-2.9	-17	0	1	-2.4	7
CS(=O)(=O)Nc1ccc(C(=O)Nc2ccc(S(=O)(=O)Nc3nccs3)cc2)cc1	-7	-1.2	-1	-1.9	-1	2	1	-0.1	10

Sorted by heavy-atom count (descending): part of the list above.
SMILES	Rv3671c protease	BioA inh	Mtb FBA inh	FadD28 binding	PrPC surface inh	MazEF act	BoNT F protease	Mtb UGM inh	GDH-TPI counter
O=C(Nc1cccc2ccccc12)c1nn(C23CC4CC(CC(C4)C2)C3)cc1Br	-12	-0.3	4	0.4	-3	9	4	-2.0	2
O=C(NNS(=O)(=O)c1ccc(F)cc1)C1CCN(Cc2cccc(F)c2)CC1	1	-2.9	4	-0.9	-5	-17	-1	2.4	6
COc1cc2c(cc1OC)C(C1C(=O)CC(C)CC1=O)N(C(=O)CCl)CC2 (stereo not given)	6	.	31*	-1.0	1	-19	0	-0.2	1
COc1ccc(NC(=O)Cn2cc(C(=O)C3CC3)c3ccccc32)cc1	2	-0.7	2	0.8	1	15	-5	2.3	-3
Cc1cccc(C)c1NC(=O)CNC(=O)c1ccncc1	-4	0.3	0	-1.4	2	4	.	-2.4	6

Carrying on:
SMILES	Rv3671c protease	BioA inh	Mtb FBA inh	FadD28 binding	PrPC surface inh	MazEF act	BoNT F protease	Mtb UGM inh	GDH-TPI counter
COc1ccc(CNC(=O)/C=C/c2cc([N+](=O)[O-])ccc2OC(F)F)cc1OC	0	0.5	-2	-1.7	-32	19	15	-0.5	4
O=C(NCC(=O)N1CCN(Cc2c(F)cccc2Cl)CC1)c1cccc(Cl)c1	.	-0.4	6	-0.8	-9	-16	-30	.	9
CCSc1nc2c(cnn2-c2ccccc2)c(=O)n1N	-1	1.1	2	-0.2	4	-2	-4	2.3	16
COc1ccc2[nH]c(C)c(C(=O)CN(C)C)c2c1	-7	0.7	4	0.7	8	4	-8	0.2	6
Cc1ccc(-n2c(COc3ccccc3)nnc2SCC(=O)O)cc1	.	31	1	1.2	-1	4	0	.	-6
COc1ccccc1C(c1nnnn1C(C)(C)C)N1CCN(Cc2ccccc2)CC1 (stereo not given)	-1	0.0	0	0.1	0	-25	-10	2.1	2
Cc1cccc(CCNC(=O)C2CCC(CNc3c(N4CCCC4)c(=O)c3=O)CC2)c1 (stereo not given)	7	1.2	-1	0.3	-7	0	-8	0.2	18
Cc1cc(N2C(=O)C(O)=C(C(=O)c3ccc(C)o3)C2c2cccs2)no1 (stereo not given)	-1	-0.3	0	-2.3	5	0	-6	-0.1	15
CC1Cc2ccccc2N1S(=O)(=O)c1ccc(Cl)nc1 (stereo not given)	2	0.3	-3	-1.8	4	9	-5	-0.9	11
O=C(NCCOc1cccnc1)c1ccc(OC2CCN(Cc3ccccn3)CC2)cc1	6	-1.3	0	-0.3	-9	.	-11	0.0	0
O=C(/C=C/c1cc(Br)ccc1F)OCC(=O)N1CCOCC1	-1	-1.1	0	-3.7	1	8	-5	0.1	8
CCOc1ccc(C(=O)Nc2cc(C)on2)cc1	-2	1.5	0	-1.9	3	-7	-3	-1.9	4
CC(=O)N1c2ccc(C)cc2C(c2ccccc2)CC1C (stereo not given)	-6	1.1	0	0.1	-8	3	?	0.9	9
O=C(c1cc2nc(-c3ccccc3)cc(C(F)(F)F)n2n1)N1CCOCC1	-2	-2.6	3	-1.1	.	8	1	3.3	10
O=C(NCc1cccnc1)c1ccc2c(c1)C(=O)N(Cc1ccccc1)C2=O	-8	1.4	1	0.0	-4	6	3	5.6	12
CC(=O)Nc1nc(C)nc(C)c1C(C)=O	9	-1.3	-5	-5.1	0	-5	9	3.8	3
CC1(C)CC(NC(=S)Nc2ccc([N+](=O)[O-])cc2)CC(C)(C)N1	-1	.	-1	-1.8	-3	-1	-4	-2.3	10
CC(C)C1CC(O)(C2(O)CCCCC2)ON1 (stereo not given)	-7	-1.1	0	-3.3	-2	0	-27	-0.1	-1
CN(C)S(=O)(=O)c1ccc(NC(=O)c2c(F)cccc2Cl)cc1	3	0.5	0	-1.7	2	2	3	-2.5	-13
Cc1cccc(C(=O)NCC(=O)OCC(=O)N2CCCCC2)c1	5	.	-3	-2.6	0	8	-4	-0.9	1

3 of the compounds above, with bars between the fields:
Molecule | Rv3671c protease | BioA inh | Mtb FBA inh | FadD28 binding | PrPC surface inh | MazEF act | BoNT F protease | Mtb UGM inh | GDH-TPI counter
COc1ccccc1C(c1nnnn1C(C)(C)C)N1CCN(Cc2ccccc2)CC1 (stereo not given) | -1 | 0.0 | 0 | 0.1 | 0 | -25 | -10 | 2.1 | 2
Cc1cccc(CCNC(=O)C2CCC(CNc3c(N4CCCC4)c(=O)c3=O)CC2)c1 (stereo not given) | 7 | 1.2 | -1 | 0.3 | -7 | 0 | -8 | 0.2 | 18
Cc1cc(N2C(=O)C(O)=C(C(=O)c3ccc(C)o3)C2c2cccs2)no1 (stereo not given) | -1 | -0.3 | 0 | -2.3 | 5 | 0 | -6 | -0.1 | 15

Next section.
SMILES	Rv3671c protease	BioA inh	Mtb FBA inh	FadD28 binding	PrPC surface inh	MazEF act	BoNT F protease	Mtb UGM inh	GDH-TPI counter
CCc1ccc(/C=N/NC(=O)c2ccc(OC3CCCC3)cc2)s1	3	-0.7	0	-2.3	10	5	-28	1.0	25
NS(=O)(=O)c1ccc(NC2=CC(c3ccc(F)cc3)N(c3ccc(S(N)(=O)=O)cc3)C2=O)cc1 (stereo not given)	1	1.4	1	3.3	-6	5	7	1.0	4
C[C@H](CO)N1C[C@H](C)[C@@H](CN(C)Cc2cccnc2)Oc2ncc(-c3cccc(C#N)c3)cc2C1=O	.	3.8&1.3	-2	-4.5	-9	6	5	.	5
CN(CC(=O)N1CCN(c2ccc(F)cc2)CC1)S(=O)(=O)c1ccc2c(c1)c(=O)n(C)c(=O)n2C	-8	.	5	-3.0	6	7	2	-1.7	-3
CCOC(=O)C1CCCN(C(=O)c2ccc(Cn3c(=S)[nH]c4cc(C(=O)OC)ccc4c3=O)cc2)C1 (stereo not given)	-2	.	2	-1.3	-4	4	-7	-1.6	0
CCOC(=O)c1ccc(-c2c(-c3ccccc3OC)oc3ccccc23)cc1F	-3	7.7	28*	0.1	3	0	-1	0.3	15
CN1c2ccsc2/C(=N/Nc2ccc(F)cc2)CS1(=O)=O	6	-0.4	-1	-5.2	-8	13	-8	-1.3	3
Cc1ccc(OC(=S)Nc2ccccc2)c(C)c1	-7	.	1	-16	2	2	.	-2.6	2
COC(=O)Cc1[nH]nc2c1C(c1c[nH]c3ccccc13)C(C#N)=C(N)O2 (stereo not given)	-6	-2.4	0	-5.4	-4	-1	-9	0.9	-3
CC(C)CC(COCc1ccc(Cl)cc1)N1CCN(C(=O)c2ccc(Cl)cc2Cl)CCC1=O (stereo not given)	-7	-4.6	3	-3.8	10	4	-2	1.4	0
Cc1ccc(S(=O)(=O)N2CCC(C(=O)Nc3nnc(C4CCCC4)s3)CC2)cc1	4	-0.7	4	-0.8	4	5	-3	-1.9	3
CCOC(=O)Cc1csc(NC(=O)c2ccco2)n1	4	-1.7	-1	-0.1	-6	2	0	5.0	8
CC1=C(C(=O)N(C(C)C)C(C)C)CC(CC(=O)NCc2cccc3ccccc23)C(=O)N1CCCN1CCCC1=O (stereo not given)	.	-2.2	2	-1.8	-4	.	-6	.	.
CC(C)C(=O)N(Cc1cc(=O)[nH]c2ccccc12)c1ccccc1	9	0.4	-1	0.0	-3	-5	8	-4.3	12
CCCCC(=O)Nc1nnc(SCC(=O)N2CCN(c3ccccc3OC)CC2)s1	3	.	3	0.2	-4	12	-7	0.9	-2
O=C(c1ccccc1)N1N=C(c2ccccc2)CC1c1ccccc1O (stereo not given)	-7	.	8	-3.1	10	1	-12	1.4	3
CC(C)NS(=O)(=O)c1ccc(OCC(=O)NC2CCCCCC2)cc1	-4	-0.6	-1	1.3	12	0	6	2.4	4

Screening results: PubChem BioAssay, several laboratories

An unsorted share of the library. Share with any hit: about 4.8%.
